# Source: PubChem BioAssay (Sanford-Burnham Center for Chemical Genomics)
# Hsp70 displacement = Hsp70 inhibitors, probe displacement, primary screen, biochemical, fluorescence polarization (AID 583); Heat shock 70 kDa protein 1A (Homo sapiens); Hsp70 fluorescence polarization probe displacement, mP; higher % means a stronger effect; displacement, % at 20 µM, or IC50 in µM where a hit was titrated; 140,000 compounds, 0.06% hits; in the data active means displacement above about 50%;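 further: plate controls were vehicle for no effect and reference ligand for full effect; a part of the inactive calls stands beside numbers as strong as those of hits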
# MKP-3 inhibition = MKP-3 phosphatase inhibitors, primary screen, biochemical, rat enzyme, in vitro (AID 425). one-dose inhibition, % at 20 µM; IC50 in µM for titrated hits. recombinant MKP-3 phosphatase activity, fluorescence; higher % means a stronger effect. Dual specificity protein phosphatase 6 (Rattus norvegicus). 110,000 compounds, 0.17% hits; in the data active means inhibition above about 50%;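 further: plate controls were vehicle for no effect and reference inhibitor for full effect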
# Numbers without * were called inactive; . = no result given; & = joins results of further samples. Some of the compounds tested; the hit share may differ from the screen's.
Molecule,Hsp70 displacement,MKP-3 inhibition
COc1ccc(CC(NC(C)=O)C(=O)NC2CCN(c3nc(C)cc(C)c3C#N)CC2)c(OC)c1 (configuration not stated),2.1%,-9%
CCNc1cc(Nc2ccccc2)c2c3c(onc13)-c1ccccc1C2=O,-8.4%,7%
CC(C)c1ccccc1OCC(=O)NCC(c1cccs1)N1CCOCC1 (configuration not stated),-3.2%,.
CC1(C)CC(CC(=O)O)(c2ccccc2)CCO1 (configuration not stated),-1.3%,-2%
CC1(C)CC(=O)C=C(Nc2ccccc2F)C1,1.0%,-16%
CCC(=O)N/C(N)=N/c1nc(C)c2cc(OC)ccc2n1,-9.6%,-10%
O=C(CCCCCNS(=O)(=O)c1ccc(Br)cc1)NCCN1CCOCC1,1.1%,8%
O=C(CN1C(=O)CCS(=O)(=O)c2ccccc21)NCc1ccc(F)cc1,0.6%,-4%
C=CCN1C(=O)/C(=C\c2ccc(-c3ccccc3)o2)SC1=S,-17%,-1%
CN(CCNC(=O)C1CCN(S(=O)(=O)c2cnc[nH]2)CC1)Cc1ccccc1,-1.6%,-3%

# Quoted from the listing for reference:
Molecule,Hsp70 displacement,MKP-3 inhibition
C=CCN1C(=O)/C(=C\c2ccc(-c3ccccc3)o2)SC1=S,-17%,-1%
CN(CCNC(=O)C1CCN(S(=O)(=O)c2cnc[nH]2)CC1)Cc1ccccc1,-1.6%,-3%

# (continued)
Molecule,Hsp70 displacement,MKP-3 inhibition
Cc1cnc(C(=O)Nc2ccc(-n3cnnn3)cc2)cn1,13%,0%
COc1ccc(NC(=O)COC(=O)c2c(-c3ccccc3)noc2C)cc1,-2.0%,.
NNC(=O)c1cc(-c2cccc3ccccc23)n[nH]1,-0.7%,1%
COc1ccc(C2/C(=C(/O)c3ccccc3)C(=O)C(=O)N2c2cccc(Br)c2)cc1OC (configuration not stated),-1.6%,2%
CCCn1nnc(NC(=O)Cc2ccccc2)n1,-0.2%,.
CC1CCN(S(=O)(=O)c2ccc3ncn(CC(=O)N(C)Cc4ccccc4)c(=O)c3c2)CC1,0.2%,14%
COc1ccc(S(=O)(=O)NCC2CCC(C(=O)NCc3ccco3)CC2)cc1 (configuration not stated),-2.3%,1%
Nc1nc2nonc2nc1N1CCCCC1,15%,-4%
CCOC(=O)c1c(CN(CC)CC)oc2cc(Br)c(O)cc12,-4.3%,-4%
COc1ccc(CCNc2ccncn2)cc1OC,-2.2%,.
O=C(/C=C/c1ccc(Cl)cc1)Nc1ccc(-c2nc3ncccc3o2)cc1,-6.8%,3%
O=C(N/N=C\c1ccccc1Cl)c1cncc(Br)c1,2.8%,2%
Cc1ccc(-c2nc(CSCC(=O)N3CCN(c4ccccn4)CC3)c(C)o2)cc1,-1.9%,3%
O=C(COc1ccc2c(-c3ccccc3)cc(=O)oc2c1)OCc1ccccc1,-1.4%,-3%
O=C(C1CCCN(S(=O)(=O)c2cccc3nonc23)C1)N1CCN(c2cccc(Cl)c2)CC1 (configuration not stated),-3.9%,.
Cc1nn(-c2ccccc2C(=O)O)c(=O)c2ccccc12,-2.5%,2%
COc1ccc(CCNC(=O)c2cc(-c3ccc(C)cc3O)n[nH]2)cc1OC,3.2%,.
COc1ccc(Cl)cc1NC(=O)Cc1ccccc1,-4.2%,-2%
Cc1nc2ccccn2c1/C(O)=C1\C(=O)C(=O)N(CCN2CCOCC2)C1c1ccncc1 (configuration not stated),2.4%,-7%
COc1cc(OC)cc(C(=O)N2CCN(CCCc3ccccc3)CC2)c1,-3.1%,0%
CCCCCc1c(C)nc(SCC(=O)O)[nH]c1=O,-1.3%,-8%
N#CNC1=NCN(Cc2ccccc2)CN1,4.8%,-7%
CC(OC(=O)C1CCN(S(=O)(=O)c2ccccc2)CC1)C(=O)Nc1ncc(Cl)cc1Cl (configuration not stated),-5.7%,-5%
O=[N+]([O-])c1cc(Cl)ccc1N1CCN(S(=O)(=O)c2ccccc2)CC1,1.6%,6%
CCCCOC(=O)c1[nH]c2c(c1C)C(=O)CC(c1cc(OC)c(OC)c(OC)c1)C2 (configuration not stated),.,-8%
Cc1ccc(Cl)cc1N(Cc1ccc(C(=O)N2CCCC2)cc1)S(=O)(=O)c1ccccc1,-0.2%,3%
CCOC(=O)N1CCN(C(=O)CCNS(=O)(=O)c2cc(Br)cnc2N)CC1,3.9%,2%
O=C(Nc1ccc(S(=O)(=O)N2CCCCC2)cc1)c1ccccc1Cl,1.2%&6.1%,3%
COc1ccc(-c2nnc(SCC(=O)NCCc3ccccc3)o2)cc1,-3.7%,.
O=C(NCc1ccccc1)N(Cc1cc2cc3c(cc2[nH]c1=O)OCCO3)CC1CCCO1 (configuration not stated),-0.4%,4%
O=C(Cn1cnnn1)OCC(=O)c1ccc(Cl)s1,-3.8%,-8%
CC(C)CNc1nc(Oc2ccc(=O)[nH]n2)nc(N(C)C)n1,0.4%,.
CN1C2=NC(=O)/C(=C/c3ccccc3[N+](=O)[O-])N2c2ccccc21,-2.2%,2%
C/C=C/c1ccc(OCCN2C(=O)NC(C)(C)C2=O)c(OC)c1,5.5%,-7%
CCOC(=O)c1nn(-c2ccc(OCC)cc2)c2nc(CC(C)C)c(C#N)c(=O)n12,3.6%,.
C[C@H](NC(=O)OC(C)(C)C)c1nnc(SCC(=O)c2ccc(Cl)cc2)o1,-4.4%,-3%
CC(=O)Oc1cc(C)cc2oc(=O)c(Cc3ccccc3)c(C)c12,0.0%,3%
O=C(CSc1nnnn1-c1ccccc1)Nc1ccc(C(=O)O)cc1,1.4%,2%
CCN(CC)c1ccc(NC(=O)c2ccc(Br)o2)cc1,-6.8%&3.3%,-11%&-2%
O=C(Nc1nnc(-c2cccs2)o1)c1cccc(F)c1,-6.7%,-2%
Cc1cccc(OCC(=O)Nc2cccc(I)c2)c1,3.3%,0%
O=C(Nc1ccc(OC(F)(F)F)cc1)c1cc(I)ccc1Cl,-2.7%,2%
Cc1ccc2c(N)c(C(=O)N(c3ccccc3)c3ccccc3)sc2n1,1.9%,.
COc1cc(C(=O)Oc2ccc(C(=S)N3CCOCC3)cc2)cc(OC)c1OC,-5.5%,4%
COc1ccc(C(C(=O)NCc2ccccc2)N(Cc2ccc3c(c2)OCO3)C(=O)c2cnccn2)cc1 (configuration not stated),-4.2%,.
COc1ccc(CNC(=O)c2cnccn2)cc1,2.7%,.
Cc1nnc(NC(=O)C2CCN(c3nnnn3-c3ccccc3)CC2)s1,-4.4%,-4%
O=C(Cc1ccc(Br)cc1)NCc1ccccc1,2.9%,1%
COc1cccc(CN2CCN(Cc3ccco3)CC2)c1,-1.1%,3%
CCCCN1C(=O)C(O)(CC(=O)c2c(C)n[nH]c2C)c2cc(Br)ccc21 (configuration not stated),-1.9%,-2%

# Entries listed so far that have fluorine, in the order listed:
Molecule,Hsp70 displacement,MKP-3 inhibition
CC1(C)CC(=O)C=C(Nc2ccccc2F)C1,1.0%,-16%
O=C(CN1C(=O)CCS(=O)(=O)c2ccccc21)NCc1ccc(F)cc1,0.6%,-4%
O=C(Nc1nnc(-c2cccs2)o1)c1cccc(F)c1,-6.7%,-2%
O=C(Nc1ccc(OC(F)(F)F)cc1)c1cc(I)ccc1Cl,-2.7%,2%

# The list continues:
Molecule,Hsp70 displacement,MKP-3 inhibition
Cc1ccc(-c2csc(NC(=O)c3sc4cc(C)ccc4c3Cl)n2)cc1,-2.4%,0%
Cc1cc2cc(CNC(=O)c3ccc(Br)o3)ccc2[nH]1,.,2%
CCOc1ccc(NC2=C(Cl)C(=O)N(c3cccc(Cl)c3Cl)C2=O)cc1,1.3%,4%
Clc1cccc(/C=N\N2CCN(c3ccccc3)CC2)c1Cl,-1.3%,3%
CCOC(=O)c1ccc[n+](CC(=O)c2cc3ccccc3oc2=O)c1,3.8%,0%
Cc1nn(CC(=O)Nc2ccc(C(=O)N3CCCC3)cc2)c(=O)c2ccccc12,5.6%,-6%
COc1nc(NCC(C)C)nc(Oc2ccc(=O)n(-c3ccccc3)n2)n1,-0.8%,-4%
COc1ccc(NC(=O)c2cnc3ccccn3c2=O)c(OC)c1,-2.4%,-2%
CCNc1nc(NC(C)C)nc(SCCOc2ccc(C)cc2)n1,-7.4%,.
Cc1cccn2cc(CNc3ccccc3)nc12,5.5%,-12%

# (more compounds)
# Below each compound: Hsp70 displacement	MKP-3 inhibition
> CCOC(=O)Cc1csc(NC(=O)CSc2nnc(-n3nc(C)cc3C)c3ccccc23)n1
    6.9%	-6%
> CC1(C)OC(=O)C(=CNC(CCC(N)=O)C(=O)O)C(=O)O1 (configuration not stated)
    -3.6%	-4%
> COC(=O)c1ccc(N2C(=O)CC(N3CCN(C(=O)c4ccco4)CC3)C2=O)cc1 (configuration not stated)
    2.0%	-2%
> Nc1nc(-c2cccnc2)nn1C(=O)c1ccco1
    6.5%	-12%
> CCc1nccn1S(=O)(=O)c1cc(Cl)ccc1Br
    -4.3%	4%
> CCCCn1c(N(CCOC(C)=O)C(C)=O)nc2ccccc21
    2.8%	-10%
> COc1ccc(/C=N/Nc2nc(N3CCOCC3)nc(N3CCOCC3)n2)cc1
    6.8%	-1%
> CC(=O)Nc1ccc2c(c1)nc(CN1CCCC1)n2C
    -2.0%	.
> COC(=O)c1c(C)oc2ccc(OC(=O)c3cccc([N+](=O)[O-])c3)cc12
    2.5%	4%
> Cc1cc(C)n2c(SCc3ccc(Cl)cc3Cl)nnc2n1
    -3.5%&-5.1%	3%
> CC1CCN(c2ccc(/C=N/N=C3\NC(=O)CS3)cc2[N+](=O)[O-])CC1
    0.2%	0%
> COc1ccc2[nH]c(=O)c(CN(Cc3cccnc3)C(=O)Nc3ccccc3)cc2c1
    0.1%	-17%
> Cc1ccc(S(=O)(=O)C2CCOC2=O)cc1 (configuration not stated)
    0.4%	.
> CCC(=O)N(CCc1ccccc1C)Cc1cc2cc3c(cc2[nH]c1=O)OCO3
    0.8%	-3%
> COc1cc2nc(N3CCN(C(=O)C4CCCO4)CC3)nc(N)c2cc1OC (configuration not stated)
    8.1%&0.6%	-4%&2%
> CC(C)(C)NC(=O)C(c1ccncc1)N(C(=O)c1csnn1)C1CC1 (configuration not stated)
    1.6%	-10%
> Cc1ccccc1NC(=O)C1CC(Cl)=CCC1C(=O)O (configuration not stated)
    -5.8%	-4%
> O=C(O)CCSc1nc2ccccc2s1
    1.4%	-9%
> COc1cccc(C2=N/C(=C\N(C)C)C(=O)O2)c1
    -3.7%&-0.9%	5%&2%
> Oc1cccc(-c2nc3ccccc3s2)c1
    2.0%	-3%
> Oc1c(N=Nc2cc(C(F)(F)F)ccc2Cl)sc2ccccc12
    -0.9%	4%
> CCOc1cc(/C=C2/C=C(c3ccc(OC)cc3)OC2=O)cc(I)c1OC
    -10%	5%
> Cc1ccc(C2Nc3ccccc3C(=O)N2c2ccccc2)cc1 (configuration not stated)
    1.9%	-4%
> Cc1cc(C)cc(N(C(=O)c2ccc3c(c2)OCO3)C2C=CS(=O)(=O)C2)c1 (configuration not stated)
    -2.6%	-7%
> C/C=C/Cn1c(SC)nc2c1c(=O)[nH]c(=O)n2C
    0.8%	4%
> O=C(NCc1ccc2c(c1)OCO2)C1(S(=O)(=O)c2ccccc2)CC1
    -1.1%	.
> Cc1ccc(CNC(=O)C(OC(=O)c2ccco2)C(C)C)cc1 (configuration not stated)
    4.3%	-8%
> COc1cccc(NC(=O)COC(=O)c2ccco2)c1
    -5.4%	6%
> COC(=O)c1ccc(-c2nn(C)c(=O)c3ccccc23)cc1
    8.5%	4%
> O=C(CCCCCN1C(=O)c2ccccc2C1=O)NCCc1nc2ccccc2[nH]1
    -2.0%	-1%
> CCn1c(SCC(=O)N2CCN(c3ccc(F)cc3)CC2)nc2ccccc2c1=O
    3.9%	-16%
> CCN1CCC(NC(=O)c2cc(OC)c(OC)cc2OC)CC1
    3.1%	-10%
> O=S(=O)(Nc1nc2c(s1)CCCC2)c1ccc(Br)cc1
    2.9%	.
> CC(C)c1nc(SCC(=O)NCc2ccc3c(c2)OCO3)c2c(=O)n(C)c(=O)n(C)c2n1
    -3.1%	-6%
> NNC(=O)/C(=C\c1ccco1)NC(=O)c1ccco1
    0.3%	3%
> COc1cc(NC(=O)C2COc3ccccc3O2)c(OC)cc1Cl (configuration not stated)
    -7.1%	1%
> C(=N\Nc1ccccc1)/c1ccc(N2CCOCC2)cc1
    0.9%	1%
> Cc1ccc(-c2nnn(CC(=O)N(Cc3cccs3)C(C(=O)NC(C)(C)C)c3ccc(C)o3)n2)o1 (configuration not stated)
    2.1%	3%
> Cc1cc(Nc2ccc(N3CCC(C)CC3)cc2)n2ncnc2n1
    1.9%	-8%
> O=C(O)C1CCCCC1C(=O)NCc1cn2ccccc2n1 (configuration not stated)
    -0.4%	-1%
> OC(Cn1ccnc1)c1ccc(Cl)cc1Cl (configuration not stated)
    -2.0%	-12%
> Cc1cc2nc(C)n3c4ccccc4nc3n2n1
    3.0%	-1%
> COc1ccc(C(C#N)N2N=C(C)CC2(C)C)cc1OC (configuration not stated)
    1.1%	.
> CCOc1ccccc1NC(=O)C1CCC(CNc2c(N3CCOCC3)c(=O)c2=O)CC1 (configuration not stated)
    1.3%	4%
> CCN(CCCNC(=O)COc1cc(=O)n(CC)c2ccccc12)Cc1ccccc1
    -2.1%	-4%

# Record cards, from the list above. Values in the order: Hsp70 displacement	MKP-3 inhibition
# `COc1ccc(C(C#N)N2N=C(C)CC2(C)C)cc1OC` (configuration not stated) reads 1.1%	.
# `COc1cc(NC(=O)C2COc3ccccc3O2)c(OC)cc1Cl` (configuration not stated) reads -7.1%	1%
